PLC-beta3 inh: blocks human PLC-beta3 enzyme activity; Q01970; Purified PLC-beta3, fluorogenic substrate, fluorescence; inhibition, % at 12.2 µM; 370,000 tested, 0.18% active; in the data active means inhibition above about 11%;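 further: 0% = median of compound wells on plate and 100% = full blocker control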
ARFGAP1 inhibitor: inhibits rat ARF GTPase activating protein 1. Q62848. Arfgap1-stimulated ARF1 GTP hydrolysis, GDP FP detection. inhibition, % at 16.5 µM. 360,000 tested, 0.26% active;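 active means inhibition above a per-plate limit, mean inhibition of low control wells plus 3 SD, cut at about 25% in these data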;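 further: 0% = DMSO wells with enzyme and 100% = wells lacking Arfgap1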
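Material: rat Arfgap1 catalytic domain, aa 1-136; also added: human ARF1(Δ1-17)-GTP substrate; compound dosing: one concentration, 16.5 µM, DMSO 1.26%; incubation: GTP hydrolysis reaction 2 h at 25 °C; measured by: Tracer-displacement fluorescence polarization with EDTA stop, 620/688 nm; evaluation: % inhibition from polarization; repeats: one replicate per compound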
KLK7 zymogen act: proKLK7 (human) activation, primary screen. AID 652039. 370,000 tested, 0.9% active. P49862. activation, % at 7 µM. purified proKLK7, EDANS-DABCYL substrate fluorescence; 100% is mature enzyme control, 0% vehicle;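 active means activation above the mean of all tested compounds plus 3 SD, computed per campaign excluding outliers beyond control limits, cut at about 13% in these data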
PLC-gamma1 inh: inhibitors of human phospholipase C gamma1 | P19174 | purified PLC-gamma1, fluorogenic substrate, fluorescence | inhibition, % at 12.2 µM | 370,000 tested, 0.84% active; in the data active means inhibition above about 9.5%
MBD2 inh: blocks human MBD2 binding to methylated DNA; Q9UBB5; TR-FRET, MBD2 binding to methylated oligonucleotide; inhibition, % at 4.4 µM; 370,000 tested, 0.31% active; AID 686964; in the data active means inhibition above about 13%
ASAP1 inh: blocks human ASAP1-stimulated Arf1 GTP hydrolysis | 360,000 tested, 0.19% active | Q9ULH1 | inhibition, % at 16.5 µM | GDP FP detection | AID 624377; in the data active means inhibition above about 25%;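 further: 0% = vehicle with enzyme and substrate and 100% = no enzyme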
Target sequence (Q9ULH1 325-724 limits assumed): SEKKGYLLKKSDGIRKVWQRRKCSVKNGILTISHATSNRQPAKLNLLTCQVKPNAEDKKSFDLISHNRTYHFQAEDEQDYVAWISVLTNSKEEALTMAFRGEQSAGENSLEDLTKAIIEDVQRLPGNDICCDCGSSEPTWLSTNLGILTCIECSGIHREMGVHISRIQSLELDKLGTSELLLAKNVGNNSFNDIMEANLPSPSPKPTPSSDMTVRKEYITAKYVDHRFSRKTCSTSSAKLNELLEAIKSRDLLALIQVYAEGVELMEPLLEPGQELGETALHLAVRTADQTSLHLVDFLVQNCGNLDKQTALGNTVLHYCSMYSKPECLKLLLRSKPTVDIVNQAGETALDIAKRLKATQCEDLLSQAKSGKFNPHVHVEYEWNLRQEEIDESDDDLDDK
UHRF1 MBD2 ctr: UHRF1 methyl-DNA binding inhibition. UHRF1 binding to methylated oligo, TR-FRET. inhibition, % at 4.4 µM. Q96T88. 370,000 tested, 0.75% active. AID 687016; in the data active means inhibition above about 21%;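 further: UHRF1 SRA domain binding a hemimethylated CpG hairpin DNA probe; 0% = median of test compound wells and 100% = reference inhibitor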
ADAM17 inh: ADAM17 inhibition, QFRET primary screen. P78536. recombinant ADAM17, EDANS/DABCYL FRET peptide cleavage. inhibition, % at 6.95 µM. 370,000 tested, 0.83% active. AID 720648;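 active means inhibition above the mean of compounds lying between control limits plus 3 SD, set per campaign, cut at about 8.5% in these data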;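 further: 0% = DMSO-only wells as the low control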
Target sequence (P78536 215-824 limits assumed): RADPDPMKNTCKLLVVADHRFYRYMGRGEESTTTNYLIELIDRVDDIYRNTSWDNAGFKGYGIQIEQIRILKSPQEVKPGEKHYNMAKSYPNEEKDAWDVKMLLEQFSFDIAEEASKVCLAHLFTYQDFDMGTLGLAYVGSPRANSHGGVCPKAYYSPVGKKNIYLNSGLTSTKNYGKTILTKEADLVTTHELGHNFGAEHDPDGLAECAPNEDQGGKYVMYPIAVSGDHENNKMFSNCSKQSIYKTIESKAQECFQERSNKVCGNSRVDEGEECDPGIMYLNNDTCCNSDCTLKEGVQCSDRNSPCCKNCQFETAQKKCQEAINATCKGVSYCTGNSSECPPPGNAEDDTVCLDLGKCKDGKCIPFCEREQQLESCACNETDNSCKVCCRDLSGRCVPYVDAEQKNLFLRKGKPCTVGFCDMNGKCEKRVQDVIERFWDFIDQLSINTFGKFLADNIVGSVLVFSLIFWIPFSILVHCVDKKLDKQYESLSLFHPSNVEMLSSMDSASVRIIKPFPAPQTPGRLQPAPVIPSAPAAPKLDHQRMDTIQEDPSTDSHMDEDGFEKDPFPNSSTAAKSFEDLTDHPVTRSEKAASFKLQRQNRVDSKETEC
DDE Tn7 FP inh: DD(E)-Tn7 binding inhibition, primary FP screen; 370,000 tested, 0.13% active; AID 720508; P02675; inhibition, % at 8.3 µM; FP displacement of FITC-Tn7 peptide from fibrin DD(E); 0% = median of compound wells per plate;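 active means inhibition above the mean of compounds falling within the control limits plus 3 SD of them, cut at about 14% in these data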;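 further: 0% = plate median of compound wells and 100% = 10 µM Aha-Tn7 peptide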
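assay system = human clot-derived fibrin DD(E) complex | quantity = Fibrin-DD(E) at 2 µM final | timing = 10 min preincubation, 3 h with tracer, room temperature | signal = fluorescence polarization | measure = percent inhibition | benchmarks = high control wells with 10 µM unlabelled Aha-Tn7 peptide (full inhibition) | replicates = singlicate testing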
Tn6 DDE FP: DD(E)-Tn6 binding inhibition, primary FP screen; P02675; Fibrin DD(E) TRITC-Tn6 fluorescence polarization displacement; inhibition, % at 8.3 µM; 370,000 tested, 0.21% active; AID 720509;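 active means inhibition above a per-campaign cutoff: mean of compounds within control limits plus 3 SD, cut at about 15% in these data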;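 further: 0% = median of all compound wells on the plate and 100% = blocking peptide control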
Numbers without * were called inactive; / = no result given.

1) O=S(=O)(Nc1ncnc2sccc12)c1cccc(F)c1
2) O=C(Nc1cccc(-n2cnnn2)c1)c1cccnc1
3) CCOC(=O)NC(=S)Nc1cccc(C)n1
4) CCCCOc1ccc(C2(C)NC(=O)N(C)C2=O)cc1 (configuration not stated)
5) O=[N+]([O-])c1ccc(NN=CCCc2ccccc2)nc1
Screen / compound no.,1,2,3,4,5
PLC-beta3 inh,-19,-1,3,-9,-22
ARFGAP1 inhibitor,18,0,-13,0,7
KLK7 zymogen act,0.1,0.0,0.6,0.7,-0.4
PLC-gamma1 inh,-11,3,-1,0,-18
MBD2 inh,-4,-3,-2,-5,-4
ASAP1 inh,-8,3,-9,3,-10
UHRF1 MBD2 ctr,1,-3,-2,-1,-1
ADAM17 inh,-8,6,3,0,1
DDE Tn7 FP inh,0,5,-1,0,11
Tn6 DDE FP,0,1,3,11,0

6) CCCn1c(=O)c(C(=O)NCc2ccccc2OC)c(O)c2ccccc21
7) COC(=O)c1ccc(NC(=O)CNC(=O)C2CCCCC2)c(C)c1
8) COC(=O)c1ccc(/C=C/C(=O)OCC(=O)c2ccc[nH]2)cc1
9) O=C(NC(=S)NN1CCOCC1)c1cc(Br)ccc1Cl
10) COc1ccc(C(=O)COC(=O)C2COc3ccccc3O2)cc1F (configuration not stated)
Screen / compound no.,6,7,8,9,10
PLC-beta3 inh,0,4,0,2,-8
ARFGAP1 inhibitor,-5,2,-6,0,-7
KLK7 zymogen act,-1.4,-0.4,0.5,-0.5,-0.2
PLC-gamma1 inh,0,7,-6,5,-1
MBD2 inh,-2,1,0,0,1
ASAP1 inh,-3,-2,-2,10,5
UHRF1 MBD2 ctr,1,1,-2,-2,0
ADAM17 inh,-2,-1,-4,1,-3
DDE Tn7 FP inh,0,2,5,-9,11
Tn6 DDE FP,-6,-2,-2,3,2

Sorted by the number under MBD2 inh (falling): 3 from the list above
10) COc1ccc(C(=O)COC(=O)C2COc3ccccc3O2)cc1F (configuration not stated)
9) O=C(NC(=S)NN1CCOCC1)c1cc(Br)ccc1Cl
6) CCCn1c(=O)c(C(=O)NCc2ccccc2OC)c(O)c2ccccc21
Screen / compound no.,10,9,6
PLC-beta3 inh,-8,2,0
ARFGAP1 inhibitor,-7,0,-5
KLK7 zymogen act,-0.2,-0.5,-1.4
PLC-gamma1 inh,-1,5,0
MBD2 inh,1,0,-2
ASAP1 inh,5,10,-3
UHRF1 MBD2 ctr,0,-2,1
ADAM17 inh,-3,1,-2
DDE Tn7 FP inh,11,-9,0
Tn6 DDE FP,2,3,-6

Arranged by formula weight (descending): 4 of the compounds above.
9) O=C(NC(=S)NN1CCOCC1)c1cc(Br)ccc1Cl
6) CCCn1c(=O)c(C(=O)NCc2ccccc2OC)c(O)c2ccccc21
10) COc1ccc(C(=O)COC(=O)C2COc3ccccc3O2)cc1F (configuration not stated)
8) COC(=O)c1ccc(/C=C/C(=O)OCC(=O)c2ccc[nH]2)cc1
Screen / compound no.,9,6,10,8
PLC-beta3 inh,2,0,-8,0
ARFGAP1 inhibitor,0,-5,-7,-6
KLK7 zymogen act,-0.5,-1.4,-0.2,0.5
PLC-gamma1 inh,5,0,-1,-6
MBD2 inh,0,-2,1,0
ASAP1 inh,10,-3,5,-2
UHRF1 MBD2 ctr,-2,1,0,-2
ADAM17 inh,1,-2,-3,-4
DDE Tn7 FP inh,-9,0,11,5
Tn6 DDE FP,3,-6,2,-2

Following part:
11) Cc1ccc(OCCCCn2ccnc2)c(Cl)c1
12) Cc1noc(C(=O)Nc2ccccc2C(F)(F)F)c1Cl
13) Cc1ccc2cc3cc(C(=O)NCCCN4CCCC4)oc3nc2c1
14) CC(NNC(=S)N1CCCCCC1)c1ccc2ccccc2n1 (configuration not stated)
15) Cc1ccc(C)c(N2CC(C(=O)O)CC2=O)c1 (configuration not stated)
Screen / compound no.,11,12,13,14,15
PLC-beta3 inh,2,2,-422,-25,0
ARFGAP1 inhibitor,2,-1,6,4,7
KLK7 zymogen act,-0.1,-0.3,11,-0.6,-0.5
PLC-gamma1 inh,0,-1,-272,-24,7
MBD2 inh,-5,-2,-6,3,1
ASAP1 inh,-3,9,-11,-13,-1
UHRF1 MBD2 ctr,-2,6,5,0,3
ADAM17 inh,0,-4,-368,-25,1
DDE Tn7 FP inh,2,3,-1,3,-7
Tn6 DDE FP,2,0,1,2,1

16) CCCCc1c(CCC)c(=N)c2ccccc2n1C
17) C=CCNS(=O)(=O)CC12CCC(CC1=O)C2(C)C (configuration not stated)
18) CCOC(=O)N1CCN(C(=O)c2ccc(CNS(=O)(=O)c3ccc(NC(C)=O)cc3)cc2)CC1
19) N#C/C(=C(/O)CSc1ccccn1)c1nc2ccccc2s1
20) COCCOC(=O)c1c(C)oc2ccc(NS(=O)(=O)c3ccc(C)cc3)cc12
Screen / compound no.,16,17,18,19,20
PLC-beta3 inh,-41,0,-5,-144,-6
ARFGAP1 inhibitor,-4,10,-6,1,-2
KLK7 zymogen act,1.3,0.5,0.1,-1.8,0.1
PLC-gamma1 inh,-30,4,3,-99,0
MBD2 inh,1,2,-3,4,2
ASAP1 inh,0,-10,-3,-2,-6
UHRF1 MBD2 ctr,1,-1,-3,-4,-1
ADAM17 inh,-38,-1,-2,-4,2
DDE Tn7 FP inh,-5,-5,2,-12,-8
Tn6 DDE FP,-2,-2,6,1,-3

21) O=C(c1ccc(N2CCOCC2)cc1)c1cccs1
22) NC(=O)CN1C(=O)C(=O)N(Cc2ccccc2)C1=O
23) COc1ccc(N(CC(=O)NCCSCc2cccc(Cl)c2)S(C)(=O)=O)cc1Cl
24) Cc1ccccc1Cn1nnc2c1C(=O)c1ccccc1C2=O
25) CCOC(=O)C1=C(C)Nc2ccccc2N/C1=N\S(=O)(=O)c1cc(C(=O)O)ccc1Cl
Screen / compound no.,21,22,23,24,25
PLC-beta3 inh,-34,-4,-10,8,-6
ARFGAP1 inhibitor,2,-4,0,-14,5
KLK7 zymogen act,0.1,0.1,0.5,-0.6,-0.1
PLC-gamma1 inh,-33,1,1,6,-1
MBD2 inh,3,-1,3,-1,1
ASAP1 inh,5,6,18,-1,3
UHRF1 MBD2 ctr,-1,3,-2,-1,1
ADAM17 inh,1,-3,2,0,-9
DDE Tn7 FP inh,7,3,5,-4,10
Tn6 DDE FP,-8,4,-2,-12,-2

26) Nc1nc(SCC(=O)Nc2ccc([N+](=O)[O-])cc2)n[nH]1
27) COc1ccc(C(=O)NCCCOC(=O)c2ccc(OC)cc2)cc1
28) CC(C)C(=O)N(Cc1ccc(F)cc1)Cc1nc2ccccc2c(=O)[nH]1
29) CCc1nnc(NC(=O)CSc2nnc(-c3cccnc3)n2C)s1
30) Cc1cccc(C(=O)N/N=C/c2ccccn2)c1
Screen / compound no.,26,27,28,29,30
PLC-beta3 inh,-16,-6,2,-2,0
ARFGAP1 inhibitor,-1,9,1,0,-9
KLK7 zymogen act,-0.6,0.2,0.2,1.1,0.7
PLC-gamma1 inh,9,-1,3,0,2
MBD2 inh,-2,1,-6,1,-1
ASAP1 inh,-2,6,-3,-2,4
UHRF1 MBD2 ctr,-1,0,-3,2,-1
ADAM17 inh,0,-2,-5,-3,-2
DDE Tn7 FP inh,0,1,9,2,-8
Tn6 DDE FP,-2,2,6,-6,-4

31) O=C(Cn1c(=O)oc2ccccc21)Nc1ccc(Cl)cc1Cl
32) Cn1c(=O)[nH]c(=O)c2c1nc(N1CCCC1)n2CCCSc1nc2ccccc2o1
33) COc1ccc(-c2cc(N3CCCC3)n3ncnc3n2)cc1
34) CCCOC(=O)c1ccc(NC(=O)COC)cc1
35) CCCCCC(C)n1[nH]c(=O)c2c(C)cc(C)nc21 (configuration not stated)
Screen / compound no.,31,32,33,34,35
PLC-beta3 inh,-2,-5,-19,-1,-24
ARFGAP1 inhibitor,25*,1,0,0,4
KLK7 zymogen act,-0.1,-0.3,-0.9,0.5,2.0
PLC-gamma1 inh,2,0,-18,1,-19
MBD2 inh,-3,4,4,-4,0
ASAP1 inh,-8,3,-2,-3,-9
UHRF1 MBD2 ctr,2,0,-4,0,0
ADAM17 inh,2,-2,-15,1,-4
DDE Tn7 FP inh,-2,2,2,0,-4
Tn6 DDE FP,-3,-1,3,6,-4

36) CCCNC(=O)N1CCN(S(C)(=O)=O)CC1
37) CC(C)(C)c1ccc(NC(=O)Nc2ccc(F)cc2)cc1
38) OCCNc1ncnc2c1nnn2Cc1ccccc1Cl
39) CC12CCC(C(=O)N(CCCCN3CCN(c4ccccn4)CC3)C1=O)C2(C)C (configuration not stated)
40) CC(=O)N1CN(S(=O)(=O)c2ccc(C)cc2)CC1C (configuration not stated)
Screen / compound no.,36,37,38,39,40
PLC-beta3 inh,1,1,-3,-6,4
ARFGAP1 inhibitor,5,6,-8,2,2
KLK7 zymogen act,-0.6,0.9,-0.6,0.5,0.0
PLC-gamma1 inh,1,3,0,-2,5
MBD2 inh,6,-8,7,-6,-3
ASAP1 inh,-5,3,-2,-1,0
UHRF1 MBD2 ctr,-2,1,1,3,-2
ADAM17 inh,-1,5,0,1,1
DDE Tn7 FP inh,-5,7,4,-10,4
Tn6 DDE FP,1,-3,-3,-7,1

41) O=C(NCC(c1ccco1)N1CCCCC1)c1ccc(COc2ccc(Cl)cc2)cc1 (configuration not stated)
42) O=C(/C=C/c1ccc([N+](=O)[O-])cc1)NCc1ccccn1
43) CN(C)CCCN(Cc1cc2cc3c(cc2[nH]c1=O)OCO3)C(=S)NCc1ccco1
44) COc1ccc(C2/C=C\CN(C(=O)c3ccc(C)cc3)CC(=O)N2Cc2ccc(F)cc2)cc1 (configuration not stated)
45) NS(=O)(=O)c1ccc(CCNC(=O)CCNS(=O)(=O)c2ccccc2C(F)(F)F)cc1
Screen / compound no.,41,42,43,44,45
PLC-beta3 inh,-1,6,-30,0,3
ARFGAP1 inhibitor,-10,-7,0,-9,-17
KLK7 zymogen act,0.0,0.6,3.8,0.3,-0.2
PLC-gamma1 inh,0,3,-29,-2,3
MBD2 inh,-6,-2,3,3,-3
ASAP1 inh,-2,-10,0,-5,-7
UHRF1 MBD2 ctr,0,-6,-2,1,-2
ADAM17 inh,4,1,-104,-3,-2
DDE Tn7 FP inh,6,0,1,4,2
Tn6 DDE FP,2,6,3,0,-3

46) C=CCOc1cccc(C2C(C(=O)c3ccco3)=C(O)C(=O)N2Cc2ccncc2)c1 (configuration not stated)
47) CC(=O)c1ccc(N2CCN(S(=O)(=O)c3c(C)[nH]c(C)c3C(=O)N3CCCC3)CC2)cc1
48) COc1cc(NC(=O)c2ccc3c(SCC(=O)O)c4c(nc3c2)CCC4)cc(OC)c1OC
49) CCOC(=O)CNC(=O)CSc1nnc(-c2ccccc2)n1CC
Screen / compound no.,46,47,48,49
PLC-beta3 inh,0,-10,-8,0
ARFGAP1 inhibitor,-10,0,7,/
KLK7 zymogen act,0.2,0.6,0.2,0.7
PLC-gamma1 inh,-3,-4,-1,-1
MBD2 inh,-6,-1,-2,1
ASAP1 inh,14,3,12,/
UHRF1 MBD2 ctr,-9,1,2,0
ADAM17 inh,-3,-6,-1,0
DDE Tn7 FP inh,-2,0,-2,2
Tn6 DDE FP,4,-4,-2,11

Bioassay records (PubChem)
